SMN2 splice up – SMN2 splice variant enhancement | Potency, µM (highest dose often 46.1 µM), for the others: at the highest dose activity change, positive = activation, usual class: activators | actives 2.8% (n = 210,000) | HEK293 SMN2-luciferase splicing reporter, luminescence, 30-36 h; note: % of control where 0% means no effect; nearly all actives have a fitted effect of over 55% in size
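HEK293 cells carry an SMN2 minigene-luciferase reporter in which exon 7 inclusion puts luciferase in frame. Cells were seeded at 2000 cells/well, attached for 10-12 hours, then exposed to compounds for 30-36 hours at 37C before ONE-Glo luminescence.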
TR SRC2 fluor cs – counter-screen for TRb-SRC2 inhibitors: fluorescence interference | TRb/SRC2 Texas Red total fluorescence interference | Potency, µM (top dose mostly 106 µM), for inactives: top-dose fluorescence change, negative = quenching | actives 0.29% (n = 280,000) | AID 1479; active = well fitted curve in either direction with a large enough effect; inconclusive = small, poorly fitted or top-dose-only effect; note: % is set by controls: 0 for no effect and ±100 for the full control effect
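Human TRb ligand-binding domain at 0.6 uM with 20 nM Texas Red SRC2 peptide in Tris buffer containing 1 uM T3 and 5% DMSO, incubated with compound 5 h at ambient temperature. Total fluorescence (555/632 nm) calculated as parallel + 2 × perpendicular.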
TRb-SRC2 inh – TRbeta-SRC2 interaction inhibition | actives 0.065% (n = 280,000) | Potency, µM (titrated, usually from 106 µM), for the others: top-dose activity change, negative = inhibition, most hits filed as inhibitors | P10828 | TRbeta-SRC2 peptide binding, fluorescence polarization; receptor liganded with 1 µM T3 | AID 1469;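 note: plate controls were bound peptide for no effect and peptide without receptor for full effect; nearly all actives have a fitted effect of over 50% in size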
Target sequence (P10828 whole entry, looked up): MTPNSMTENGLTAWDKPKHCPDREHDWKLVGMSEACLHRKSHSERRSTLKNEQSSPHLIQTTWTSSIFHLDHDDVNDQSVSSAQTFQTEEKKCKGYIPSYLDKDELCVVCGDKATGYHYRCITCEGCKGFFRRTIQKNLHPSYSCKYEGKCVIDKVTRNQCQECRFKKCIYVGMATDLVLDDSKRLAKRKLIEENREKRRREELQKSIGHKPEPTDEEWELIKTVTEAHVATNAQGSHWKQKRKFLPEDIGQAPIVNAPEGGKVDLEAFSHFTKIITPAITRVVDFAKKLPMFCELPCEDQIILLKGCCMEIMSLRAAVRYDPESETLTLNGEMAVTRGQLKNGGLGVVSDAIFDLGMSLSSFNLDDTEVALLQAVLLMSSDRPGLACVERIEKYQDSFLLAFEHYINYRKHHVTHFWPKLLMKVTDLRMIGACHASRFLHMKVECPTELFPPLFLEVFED
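Binding of a 20-amino-acid Texas Red SRC2 peptide (20 nM) to TRb ligand-binding domain (0.6 uM) with agonist T3 at 1 uM was followed by fluorescence polarization after a 5 hr room-temperature incubation.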
Numbers without * were called inactive; ? = inconclusive; [ ] = remark or other dose. Unless noted, calls come from the whole dose curve; as a rule, active = well fitted curve in the direction sought with a large enough effect; inconclusive = small, poorly fitted or top-dose-only effect, or another doubt; inactive = no such curve, though single readings can be large; an effect the other way counts as inactive or inconclusive. Potency is the fitted concentration of half-maximal effect. These rows are one share of the data. The share of hits here may be higher or lower than overall.

SMILES	SMN2 splice up	TR SRC2 fluor cs	TRb-SRC2 inh
CCOc1ccc(OCc2ccc(C(=O)Nc3cc(OC)c(OC)c(OC)c3)o2)cc1	-14%	-2%	-1%
CCc1ccc(NC(=O)Cn2c(=O)n(CCCC(=O)NCCc3ccc(OC)c(OC)c3)c(=O)c3ccccc32)cc1	6%	6%	8%
CCc1ccc(-n2c(CCC(=O)O)ccc2-c2cccs2)cc1	2%	-6%	-7%
Cc1c2cnn(-c3ccccc3)c(=O)c2c(C)n1C(C)C(=O)NCc1cccc(Br)c1 (stereo unspecified)	-31%[inhibitor]	-2%	3%
Cc1cc(=O)n2[nH]c(NCc3ccc(F)cc3)nc2n1	8%	?	-21%[53 µM]
COc1ccc2cc(S(=O)(=O)c3ccccc3F)c(=O)oc2c1	-10%	3%	2%
CCN1CCN(c2cc(C)c3cc(NC(=O)c4cc(Br)ccc4Cl)ccc3n2)CC1	8%	-2%	-2%
O=C(NCc1ccccc1Cl)c1cc2c(s1)-c1ccccc1SC2	-5%	-1%	7%
CCc1nn(CC(=O)N2CCN(c3ccc(OC)cc3)CC2)c(=O)c2cc3sccc3n12	0%	?	4%
Clc1ccccc1-c1nnc(-c2ccccc2CNc2ccc(Br)cc2)o1	1%	0%	-2%
CC(C)CCNC(=O)C1CCN(C(=O)c2cc3sccc3n2Cc2ccc(Cl)cc2)CC1	-28%	6%	-4%
Cc1ccc(C)n1-c1nnc(N2CCCC(C(=O)NCc3ccc(F)cc3)C2)s1 (stereo unspecified)	1%	0%	0%
CCc1ccc(NC(=O)Cn2c(=O)oc3cc(S(=O)(=O)NCc4ccccc4)ccc32)cc1	-16%	-87%[53 µM]	-20%[53 µM]
O=C(CN1C(=O)c2cccc3cccc1c23)Nc1cccc(F)c1	-6%	-13%	2%
CCSc1oc(-c2ccc(F)cc2)nc1S(=O)(=O)c1ccc(C)cc1	-3%	-2%	1%
Cc1cc(C)c(NC(=O)c2cc3sc(Cl)cc3n2C)c(C)c1	-6%	5%	3%
CCN(CCCNC(=O)c1cc2cc3ccc(OC)cc3nc2s1)c1cccc(C)c1	?	-5%	2%
Clc1ccc(-c2nnn3c2nc(NCc2ccc4c(c2)OCO4)c2ccccc23)cc1	3%	0%	-7%
CCC(=O)N1CCc2cc(Br)cc(S(=O)(=O)N3CCCC(C(=O)Nc4cccc(Cl)c4C)C3)c21 (stereo unspecified)	8%	-2%	-2%
CCCNC(=O)CCNS(=O)(=O)c1ccc2c(c1)c(=O)n(C)c(=O)n2C	2%	0%	-5%
Cc1ccc(C(C)C)c(OCc2ccc(C(=O)Nc3ccc(S(N)(=O)=O)cc3C)o2)c1	-21%	?	-7%
COc1ccccc1CCNC(=O)Cc1c(C)c2cc3c(C(C)(C)C)coc3c(C)c2oc1=O	-1%	-1%	-9%
CCc1ccc2oc(C(=O)Nc3sc4c(c3C(=O)NC)CCCC4)cc(=O)c2c1	7%	1%	7%
Cc1ccccc1OCCn1c(-c2ccc(Cl)cc2)nc2ccccc2c1=O	-12%	-1%	10%
COc1ccc(Cn2c(=O)[nH]c3cc(C(=O)N4CCN(c5cc(C)ccc5C)CC4)ccc3c2=O)cc1	1%	-1%	-6%
O=C(NCc1ccccc1Cl)c1nnc(Cc2ccc(Cl)cc2)o1	10%	0%	5%
CCOc1ccc(-c2csc(-c3c(N)c(C(=O)c4ccc5c(c4)OCO5)n4ccccc34)n2)cc1	20%	-2%	-3%
COc1ccc(-n2nc3ccc(NC(=O)c4ccc(C#N)cc4F)cc3n2)cc1Cl	8%	4%	3%
O=C(CN1C(=O)COc2ccc(S(=O)(=O)N3CCOCC3)cc21)N1CCN(c2ccc(Cl)cc2)CC1	-19%	0%	-5%
O=c1c2c3c(sc2nnn1CCCCOc1ccc(Cl)cc1)CCCC3	0%	2%	2%

Part of the list above, with values under each structure:
The line under a structure holds: SMN2 splice up, TR SRC2 fluor cs, TRb-SRC2 inh
- CCc1nn(CC(=O)N2CCN(c3ccc(OC)cc3)CC2)c(=O)c2cc3sccc3n12
  0%, ?, 4%
- Clc1ccccc1-c1nnc(-c2ccccc2CNc2ccc(Br)cc2)o1
  1%, 0%, -2%
- CC(C)CCNC(=O)C1CCN(C(=O)c2cc3sccc3n2Cc2ccc(Cl)cc2)CC1
  -28%, 6%, -4%
- Cc1ccc(C)n1-c1nnc(N2CCCC(C(=O)NCc3ccc(F)cc3)C2)s1 (stereo unspecified)
  1%, 0%, 0%
- CCc1ccc(NC(=O)Cn2c(=O)oc3cc(S(=O)(=O)NCc4ccccc4)ccc32)cc1
  -16%, -87%[53 µM], -20%[53 µM]
- O=C(CN1C(=O)c2cccc3cccc1c23)Nc1cccc(F)c1
  -6%, -13%, 2%
- CCSc1oc(-c2ccc(F)cc2)nc1S(=O)(=O)c1ccc(C)cc1
  -3%, -2%, 1%
- Cc1cc(C)c(NC(=O)c2cc3sc(Cl)cc3n2C)c(C)c1
  -6%, 5%, 3%
- CCN(CCCNC(=O)c1cc2cc3ccc(OC)cc3nc2s1)c1cccc(C)c1
  ?, -5%, 2%
- Clc1ccc(-c2nnn3c2nc(NCc2ccc4c(c2)OCO4)c2ccccc23)cc1
  3%, 0%, -7%
- CCC(=O)N1CCc2cc(Br)cc(S(=O)(=O)N3CCCC(C(=O)Nc4cccc(Cl)c4C)C3)c21 (stereo unspecified)
  8%, -2%, -2%
- CCCNC(=O)CCNS(=O)(=O)c1ccc2c(c1)c(=O)n(C)c(=O)n2C
  2%, 0%, -5%
- Cc1ccc(C(C)C)c(OCc2ccc(C(=O)Nc3ccc(S(N)(=O)=O)cc3C)o2)c1
  -21%, ?, -7%
- COc1ccccc1CCNC(=O)Cc1c(C)c2cc3c(C(C)(C)C)coc3c(C)c2oc1=O
  -1%, -1%, -9%
- CCc1ccc2oc(C(=O)Nc3sc4c(c3C(=O)NC)CCCC4)cc(=O)c2c1
  7%, 1%, 7%
- Cc1ccccc1OCCn1c(-c2ccc(Cl)cc2)nc2ccccc2c1=O
  -12%, -1%, 10%
- COc1ccc(Cn2c(=O)[nH]c3cc(C(=O)N4CCN(c5cc(C)ccc5C)CC4)ccc3c2=O)cc1
  1%, -1%, -6%
- O=C(NCc1ccccc1Cl)c1nnc(Cc2ccc(Cl)cc2)o1
  10%, 0%, 5%
- CCOc1ccc(-c2csc(-c3c(N)c(C(=O)c4ccc5c(c4)OCO5)n4ccccc34)n2)cc1
  20%, -2%, -3%

(more compounds)
SMILES	SMN2 splice up	TR SRC2 fluor cs	TRb-SRC2 inh
CCCCCn1c(CNC(=O)c2ccc(F)cc2)nc2ccccc21	-23%	0%	5%
CCCc1cc(=O)n2[nH]c(NC(=O)c3ccccc3Cl)nc2n1	1%	1%	-4%
COc1ccc(CCNC(=O)CCCn2c(=O)c3ccccc3n(CC(=O)Nc3c(C)cc(C)cc3C)c2=O)cc1OC	-5%	6%	6%
O=C(NCC1CCN(Cc2ccccc2F)CC1)Nc1ccc(F)c(Cl)c1	-16%	-1%	3%
Cc1cccc(OCC(=O)NCCc2nc3ccccc3[nH]2)c1C	2%	-1%	10%
Cc1ccc2cccc(NC(=O)C(C)(C)Oc3ccc(Br)cc3)c2n1	-13%	2%	2%
CN(Cc1ccccc1)C(=O)c1ccc2c(c1)N(Cc1ccc(Cl)cc1)C(=O)c1ccccc1S2=O (stereo unspecified)	12%	1%	-3%
CCC(Cc1ccccc1)NC(=O)Cn1ncc2c3ccccc3n(Cc3ccccc3)c2c1=O (stereo unspecified)	0%	0%	-6%
Cc1c(CNCc2ccc(Cl)cc2)c(C(=O)O)c(C)n1Cc1ccc(F)cc1	5%	0%	1%
COc1ccc(C)cc1NC(=O)c1cc2c(s1)-c1ccccc1SC2	-4%	-2%	6%
Cc1cc(C)cc(OCCn2c(C3CC(=O)N(c4ccccc4Cl)C3)nc3ccccc32)c1 (stereo unspecified)	7%	0%	1%
COc1ccccc1CNCc1ccc(C(=O)O)s1	0%	-1%	3%
COc1ccc(NC(=O)c2cc3c(s2)-c2c(C)cccc2OC3)c(OC)c1	-6%	-11%	4%
CCOCCCNC(=O)C(c1ccc(C)cc1)N(Cc1ccc2c(c1)OCO2)C(=O)c1ccccc1O (stereo unspecified)	-3%	1%	1%
Cc1c(NS(=O)(=O)c2ccc(C(C)(C)C)cc2)c(=O)n(-c2ccccc2)n1C	7%	-2%	1%

Pulled one by one from above, 2 records:
SMILES	SMN2 splice up	TR SRC2 fluor cs	TRb-SRC2 inh
O=C(NCC1CCN(Cc2ccccc2F)CC1)Nc1ccc(F)c(Cl)c1	-16%	-1%	3%
COc1ccccc1CNCc1ccc(C(=O)O)s1	0%	-1%	3%

(cont.)
SMILES	SMN2 splice up	TR SRC2 fluor cs	TRb-SRC2 inh
COc1ccc(C(=O)NCc2nnc(SCC(=O)Nc3ccc(C)cc3)n2-c2ccccc2)cc1	32%	1%	-3%
O=C(Nc1cc(NC(=O)c2ccccc2Cl)ccc1Cl)c1ccccc1	24%	-4%	-2%
CCn1cc(C(=O)NCCc2ccc(C)cc2)c(=O)c2cc(S(=O)(=O)N3CCCCC3)ccc21	6%	3%	-16%
CCOc1ccc(CCNC(=O)Cn2nc(CC)n3c(cc4sc(CC)cc43)c2=O)cc1OCC	-6%	?	-6%
COc1ccc(-n2nc(C(=O)NCCc3ccc(OC)c(OC)c3)c3c4ccccc4n(C)c3c2=O)cc1Cl	3%	-1%	-2%
Nc1nc(N)c(S(=O)(=O)c2ccccc2)c(Nc2ccc(Br)cc2)n1	-8%	?	6%
COC(=O)c1cc(-c2ccc(Cl)cc2)c2c(=O)[nH]c(=O)n(C)c2n1	-3%	-1%	-5%
CCN(CC)c1ccc(-n2nc3cc(C)c(NC(=O)c4ccccc4C)cc3n2)c(C)c1	6.3µM*	4%	4%
COC(=O)c1sc(N2C(=O)c3oc4ccccc4c(=O)c3C2c2ccc(O)cc2)nc1C (stereo unspecified)	-6%	-88%[1.83 µM]	-30%[1.83 µM]
Cc1ccc(-c2cnc(NCc3ccc(C(C)C)cc3)n2C)cc1	-22%	2%	2%
Cc1ccc(-c2cc(C(F)(F)F)n3nc(-c4ccc(Cl)cc4)cc3n2)cc1	-5%	0%	0%
CCOC(=O)N1CCC(NC(=O)c2ccc3c(c2)N(Cc2ccc(F)cc2)C(=O)c2ccccc2S3(=O)=O)CC1	5%	-3%	-2%
CCc1nc2nc(C)c(NS(=O)(=O)c3ccc(F)c(C)c3)c(=O)n2[nH]1	4%	-3%	-8%
CCc1ccc2oc(C(=O)Nc3nc(-c4ccc(F)cc4)ns3)c(C)c2c1	6%	1%	-2%
COc1cc2c(C(=O)Nc3cc(OC)c(OC)c(OC)c3)cn(C)c(=O)c2cc1OC	-4%	-2%	1%
CCc1ccc(CNC(=O)c2ccc(CSc3nc4ccncc4n3Cc3ccc(OC)cc3)cc2)cc1	25%	-4%	-5%
CCOC(=O)c1ccc2ncc(C(=O)OCC)c(NCCc3ccc(OC)c(OC)c3)c2c1	-5%	-3%	4%
COc1cc(/C=C(\C#N)c2nc3ccccc3[nH]2)ccc1OCc1ccc(F)cc1	14%	?	?
CCOC(=O)c1ccc(NC(=O)CCc2c(C)nc3c(c(C)nn3-c3ccccc3)c2C)cc1	5%	-6%	0%
O=C1CN(C(=O)c2ccc(S(=O)(=O)N3CCCC3)cc2)C(c2ccccc2)c2cc(Cl)ccc2N1 (stereo unspecified)	8%	-2%	6%
COc1ccc(/C=C/C(=O)Nc2ccc3nc(N4CCC(C)CC4)cc(C)c3c2)cc1OC	-2%	-6%	1%
Cc1cccc(Nc2nnc(-c3ccc(C)c(S(=O)(=O)N4CCCCC4)c3)c3ccccc23)c1	-4%	-3%	2%
CCN(CC)CCNC(=O)C1CCN(C(=O)c2cnn(-c3ccccc3)c2-n2cccc2)CC1	2%	1%	2%
COc1ccc(Cl)cc1NC(=O)c1cc(-c2ccc3c(c2)OCO3)on1	-3%	2%	-8%
CCc1ccccc1N1CC(c2nc3ccccc3n2CCCCOc2ccccc2OC)CC1=O (stereo unspecified)	-73%[inhibitor]	-3%	11%

Screening results deposited in PubChem by National Center for Advancing Translational Sciences (NCATS).
